Screening results from PubChem BioAssay.
GALR2 antag: GALR2 (human) receptor antagonism. AID 828. GALR2-expressing cells, antagonist mode. hit rate 0.39% among 140,000. inhibition, % at 4 µM; in the data active = inhibition above about 27%;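 also: cells stimulated with galanin 1-16 at roughly its EC80; 0% = agonist challenge control and 100% = basal control without agonist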
Target sequence (O43603 whole entry, looked up): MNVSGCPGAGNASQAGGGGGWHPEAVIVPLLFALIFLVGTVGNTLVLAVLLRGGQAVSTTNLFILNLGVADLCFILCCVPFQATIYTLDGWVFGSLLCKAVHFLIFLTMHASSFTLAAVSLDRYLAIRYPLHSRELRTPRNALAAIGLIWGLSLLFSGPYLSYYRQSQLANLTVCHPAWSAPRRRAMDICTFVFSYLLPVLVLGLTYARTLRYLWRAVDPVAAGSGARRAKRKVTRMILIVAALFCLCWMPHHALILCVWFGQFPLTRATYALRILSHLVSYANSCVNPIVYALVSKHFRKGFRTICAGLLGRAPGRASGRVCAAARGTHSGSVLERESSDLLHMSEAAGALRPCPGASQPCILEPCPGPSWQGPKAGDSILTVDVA
MRP1 act: activates MRP-1 | H69AR cells + doxorubicin, viability rescue, CellTiter-Glo | viability increase, % at 10 µM | hit rate 0.61% among 140,000;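 active = viability gain under doxorubicin at or above a set limit, the compound median plus 3 SD, cut at about 4.7% in these data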;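 also: MRP-1 overexpressing cells given doxorubicin 25 µM after compound pretreatment; 18-22 h compound pretreatment then 72 h with doxorubicin before readout; 0% = doxorubicin-only wells and 100% = vehicle-treated cells without doxorubicin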
E-sel TNF inh: TNF alpha driven E-selectin expression inhibition; HUVEC TNFa-induced E-selectin immunofluorescence, high content; inhibition, % at 2 µM; hit rate 0.71% among 120,000;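 active = inhibition above the batch mean plus 3 SD, and confirmed as a hit on visual image review, cut at about 43% in these data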;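 also: 0% = TNF-stimulated DMSO wells and 100% = unstimulated control wells; not every result past the cut was called active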
PTEN del growth: PTEN-deleted cell growth suppression | HCT116 PTEN-null viability, CellTiter-Glo, 60 h; stronger effect = lower value | viability, % at 10 µM | hit rate 1.2% among 140,000;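 active = viability at or below a set limit, 4 SD under the median of all tested compounds, cut at about 3.7% in these data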;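 also: PTEN knockout HCT116 line with beta catenin targeted HCT116 as companion control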
BB579 growth dn: reduces growth of yeast BB579 in restrictive medium. S. cerevisiae BB579 growth, OD615, 48 h. inhibition, % at 10 µM. hit rate 0.51% among 140,000. AID 804;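 active = inhibition above a set limit, 3 SD over the mean compound inhibition, cut at about 44% in these data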; also: inactives centre near -24
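System: Saccharomyces cerevisiae DeaD strain BB579, replicative lifespan model yeast. Buffer or medium: restrictive glucose-based CSMM-D medium. Doses: one dose, 10 µM compound with 0.25% DMSO. Timing: 4 h preincubation and 48 h exposure at 30 °C. Detection: turbidity as optical density at 615 nm. Benchmarks: amphotericin B 10 µg/mL, positive.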
Phagocyt inh: macrophage phagocytosis inhibition; hit rate 0.07% among 110,000; inhibition, % at 5 µM; AID 1029; J774A.1 macrophage IgG-bead phagocytosis, imaging;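 active = inhibition above the mean of the plate negative controls plus 5 SD, cut at about 13% in these data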;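 also: phagocytic index as fraction of beads internalized from green versus red external bead signal; plate controls were DMSO negative control for no effect and cytochalasin-D positive control for full effect; some results beyond the cut were filed as inactive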
Yeast life ext: yeast lifespan extension | S. cerevisiae growth with nicotinamide, OD615; deaD strain in restrictive glucose medium | inhibition of the nicotinamide effect, % at 10 µM | hit rate 0.68% among 130,000;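 active = inhibition above a set limit, placed 3 SD over the median of all compounds, cut at about 26% in these data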;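 also: 0% = nicotinamide-treated wells and 100% = cells grown without nicotinamide; some compounds called inactive have numbers as strong as hits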
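Buffer or medium: CSMM-D glucose medium, restrictive; test system: modified budding yeast, DeaD strain; compound: single dose 10 µM compound, 0.25% DMSO; schedule: culture preincubation 4 h, compound exposure 48 h, both 30 °C; detection: optical density (absorbance) at 615 nm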
NPY-Y2 antag: blocks the human neuropeptide Y Y2 receptor; P49146; NPY-Y2 expressing cells, antagonist mode; inhibition, % at 2.7 µM; hit rate 0.99% among 140,000; AID 793; in the data active = inhibition above about 17%;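 also: 0% = vehicle with agonist challenge and 100% = reference antagonist with challenge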
Target sequence (P49146 whole entry, looked up): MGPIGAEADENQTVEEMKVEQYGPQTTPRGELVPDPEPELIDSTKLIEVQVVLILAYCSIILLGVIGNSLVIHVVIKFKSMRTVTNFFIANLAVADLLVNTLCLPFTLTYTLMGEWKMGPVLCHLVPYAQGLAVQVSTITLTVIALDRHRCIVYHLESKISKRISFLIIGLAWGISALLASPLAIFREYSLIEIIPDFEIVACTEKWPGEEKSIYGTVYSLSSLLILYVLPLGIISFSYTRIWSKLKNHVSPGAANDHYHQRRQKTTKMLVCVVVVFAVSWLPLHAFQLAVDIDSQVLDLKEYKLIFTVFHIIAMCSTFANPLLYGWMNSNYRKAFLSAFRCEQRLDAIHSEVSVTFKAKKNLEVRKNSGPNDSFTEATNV
Measles CPE: protection of cells from measles virus. Measles virus-infected cells, CPE protection, absorbance. protection (pct of control), % at 4 µM. hit rate 1.5% among 140,000; in the data active = protection mostly above about 24%, no sharp cut-off; inactive = mostly below about 26%; also: some compounds called inactive have numbers as strong as hits
bCat KO growth: beta-catenin-lacking colon tumor cell growth suppression; viability, % at 10 µM; HCT116 beta-catenin knockout viability, CellTiter-Glo, 60 h; stronger effect = lower value; hit rate 1.5% among 140,000;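 active = viability at or under a set limit, the compound median less 4 SD, cut at about 6% in these data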;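 also: 0% = Hyamine 1622 control at 20 µM and 100% = untreated cell control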
* hit, by the source's call; nt = no result given.

The line under a structure holds: PTEN del growth	BB579 growth dn	GALR2 antag	Yeast life ext	bCat KO growth	E-sel TNF inh	Measles CPE	Phagocyt inh	NPY-Y2 antag	MRP1 act
1	CC1(C)Cc2c(cnn2-c2ccccc2)-c2c1c1ccccc1n2CC(O)CBr (stereo unspecified)
    67	-49	-2	-1	72	-8	13	-1	-3	-6.7
2	CC1CC(=O)C=C(O)C1C(=O)OC(C)(C)C (stereo unspecified)
    92	-16	12	3	97	-40	20	-1	0	-0.4
3	CCOC(=O)N1CCC(NC(=O)c2cc3c(-c4ccc(OC)c(OC)c4)nn(C)c3s2)CC1
    92	-43	14	-12	92	-20	13	-4	0	-3.8
4	O=C(Nc1ccc2c(c1)OCO2)c1ccc(NC2CC2)c([N+](=O)[O-])c1
    28	-45	1	-2	24	nt	16	-8	0	-4.8
5	CC[n+]1ccc(C[n+]2ccccc2)c2ccccc21
    95	-43	13	54	87	nt	5	1	0	0.9
6	CCCOc1ccc(C(=O)NC(=S)NCc2cccnc2)cc1
    84	-50	-9	-4	91	4	2	-5	2	-1.6
7	CC(Oc1ccc(Cl)cc1)c1ccnn1S(=O)(=O)c1ccc(Cl)cc1 (stereo unspecified)
    71	-45	-2	-5	74	-8	8	0	22*	3.2
8	CCN(c1ccccc1)S(=O)(=O)c1ccc(NCC2COc3ccccc3O2)nc1 (stereo unspecified)
    74	-50	1	-11	66	-15	5	nt	-1	-5.5
9	Cc1ccc(-c2cc(C(=O)NCc3ccc4c(c3)OCO4)[nH]n2)c(O)c1C
    66	-44	10	-17	73	nt	4	-1	11	-1.8
10	Cc1cccc(CS(=O)(=O)Cc2ccc(C(=O)NCc3cccnc3)o2)c1
    103	-66	5	-6	104	-31	10	0	-1	-0.2
11	CCc1ccc2[nH]c(=O)c(CN(CCCN3CCOCC3)C(=O)Nc3ccc(Cl)cc3)cc2c1
    21	-29	0	-1	21	13	13	-1	5	-4.3
12	Cc1ccc2[nH]c(=O)c(CN(CCCN3CCOCC3)C(=O)NC3CCCCC3)cc2c1
    92	-19	-1	-1	96	17	6	0	-1	-2.2
13	COc1ccc(NC(=O)N(CCc2ccccc2)Cc2cc3c(C)cc(C)cc3[nH]c2=O)cc1
    75	-8	-12	-8	84	4	13	-2	3	3.5
14	CCCc1c(C)c2cc(C)ccc2[nH]c1=O
    99	-31	2	-13	93	6	11	-1	6	1.7
15	CC(C)CCNC(=O)NC(=O)COC(=O)C1=COCCO1
    102	-42	5	4	105	1	14	nt	2	0.7
16	O=C(NC(=S)Nc1ccc2c(c1)OCCO2)c1cccc2ccccc12
    85	-67	-9	2	77	1	8	-3	13	-1.4
17	O=C(NC1CCS(=O)(=O)C1)c1cccc(S(=O)(=O)N2CCCCC2)c1 (stereo unspecified)
    100	-15	-4	-1	88	5	0	-3	0	-1.9
18	Cc1ccc(C)c(-n2nnnc2SCC(=O)Nc2cccc(-c3nnc4n3CCCCC4)c2)c1
    81	-7	-5	-6	84	nt	5	0	2	-1.9
19	CC(=O)OCC1OC(Nc2cccc(C)c2)C(OC(C)=O)C(OC(C)=O)C1OC(C)=O (stereo unspecified)
    96	-31	1	3	91	nt	9	-4	-1	-1.6
20	CCN1CCN(C(=O)C2(NC(=O)Nc3cccc(F)c3)CCCCC2)CC1
    94	-32	9	nt	104	19	23	nt	2	0.1
21	C=CCNC(=S)NNC(=O)c1ccc(OCCC)cc1
    92	-44	8	nt	99	-27	22	nt	1	0.2
22	C/C(=N/NC(=O)c1ccc(O)cc1)c1cccc([N+](=O)[O-])c1
    97	-18	18	0	96	nt	4	4	-2	-2.1
23	Cc1cc(C)n(-c2nc(C)nc(NCc3ccccc3)n2)n1
    87	-27	-11	-8	95	3	4	0	4	-0.3
24	CC1CCCN(CCCNC(=O)C2CC(=O)N(c3ccc(F)c(Cl)c3)C2)C1 (stereo unspecified)
    97	-33	-19	-10	89	-2	6	nt	2	-0.5
25	CC(C)c1nc2oc3c(NCc4cccnc4)ncnc3c2c2c1CCC2
    73	-31	15	14	72	-68	2	-1	2	-7.1
26	COc1cccc(CNC(=O)Cc2c(C(=O)O)[nH]c3ccccc23)c1
    108	-20	4	-2	95	-3	6	-3	2	-1.7
27	CC(=O)Nc1cc(NC(=O)C2C3C=CC(C3)C2C(=O)O)ccc1Cl (stereo unspecified)
    98	-8	0	-7	96	-5	13	nt	1	-2.9
28	O=C(CCS(=O)(=O)Cc1ccc(Cl)cc1)NCCCN1CCOCC1
    97	15	-1	-7	102	-16	12	nt	3	-1.4
29	O=C(NCc1ccccn1)c1cc2ccccc2oc1=O
    84	3	-15	-21	107	4	30	-1	0	-1.1
30	Clc1ccc(Cc2noc(Cc3ccccc3)n2)cc1Cl
    91	-21	6	-20	100	2	7	-1	10	0.6

Another view of part of the listing above:
(18) Cc1ccc(C)c(-n2nnnc2SCC(=O)Nc2cccc(-c3nnc4n3CCCCC4)c2)c1
(19) CC(=O)OCC1OC(Nc2cccc(C)c2)C(OC(C)=O)C(OC(C)=O)C1OC(C)=O (stereo unspecified)
(20) CCN1CCN(C(=O)C2(NC(=O)Nc3cccc(F)c3)CCCCC2)CC1
(21) C=CCNC(=S)NNC(=O)c1ccc(OCCC)cc1
(22) C/C(=N/NC(=O)c1ccc(O)cc1)c1cccc([N+](=O)[O-])c1
(23) Cc1cc(C)n(-c2nc(C)nc(NCc3ccccc3)n2)n1
(24) CC1CCCN(CCCNC(=O)C2CC(=O)N(c3ccc(F)c(Cl)c3)C2)C1 (stereo unspecified)
(25) CC(C)c1nc2oc3c(NCc4cccnc4)ncnc3c2c2c1CCC2
(26) COc1cccc(CNC(=O)Cc2c(C(=O)O)[nH]c3ccccc23)c1
(27) CC(=O)Nc1cc(NC(=O)C2C3C=CC(C3)C2C(=O)O)ccc1Cl (stereo unspecified)

screen / no. | 18 | 19 | 20 | 21 | 22 | 23 | 24 | 25 | 26 | 27
PTEN del growth | 81 | 96 | 94 | 92 | 97 | 87 | 97 | 73 | 108 | 98
BB579 growth dn | -7 | -31 | -32 | -44 | -18 | -27 | -33 | -31 | -20 | -8
GALR2 antag | -5 | 1 | 9 | 8 | 18 | -11 | -19 | 15 | 4 | 0
Yeast life ext | -6 | 3 | nt | nt | 0 | -8 | -10 | 14 | -2 | -7
bCat KO growth | 84 | 91 | 104 | 99 | 96 | 95 | 89 | 72 | 95 | 96
E-sel TNF inh | nt | nt | 19 | -27 | nt | 3 | -2 | -68 | -3 | -5
Measles CPE | 5 | 9 | 23 | 22 | 4 | 4 | 6 | 2 | 6 | 13
Phagocyt inh | 0 | -4 | nt | nt | 4 | 0 | nt | -1 | -3 | nt
NPY-Y2 antag | 2 | -1 | 2 | 1 | -2 | 4 | 2 | 2 | 2 | 1
MRP1 act | -1.9 | -1.6 | 0.1 | 0.2 | -2.1 | -0.3 | -0.5 | -7.1 | -1.7 | -2.9

More results.
The line under a structure holds: PTEN del growth	BB579 growth dn	GALR2 antag	Yeast life ext	bCat KO growth	E-sel TNF inh	Measles CPE	Phagocyt inh	NPY-Y2 antag	MRP1 act
31	Cc1onc(-c2ccccc2Cl)c1C(=O)Nc1cccc2nsnc12
    86	-53	-5	-19	81	10	5	-1	4	-3.8
32	COc1ccc(N2CCn3c2nc2c3c(=O)n(CCCc3ccccc3)c(=O)n2C)c(OC)c1
    13	-50	0	-8	10	nt	6	1	4	2.2
33	NNC(=O)c1ccncc1
    91	-42	9	8	101	nt	28	nt	0	-0.2
34	c1ccc(CCc2nc(-c3ccccn3)no2)cc1
    100	-8	4	-23	108	11	12	-1	2	1.8
35	O=C(Cn1c(-c2ccccc2)noc1=O)NCc1ccccc1
    95	-23	13	-7	92	3	10	-1	0	-2.4
36	COc1nccnc1NS(=O)(=O)c1ccc(NS(=O)(=O)c2ccc(NC(C)=O)cc2)cc1
    108	-4	-3	-5	95	-2	6	nt	3	-1.6
37	O=C(NC12CC3CC(CC(C3)C1)C2)N1CCC(O)(c2ccc3c(c2)OCO3)CC1
    105	-33	-1	-5	93	-2	7	3	2	-3.0
38	COC(=O)c1ccccc1S(=O)(=O)N1CCC(c2nc3ccccc3o2)CC1
    88	-19	-2	0	95	-3	17	0	6	-2.0
39	CC(C)c1nnc(NC(=O)CCC(=O)N2CCN(C3c4ccccc4-c4ccccc43)CC2)s1
    98	-6	-7	-3	94	nt	22	-10	10	-1.2
40	Cc1ccc(S(=O)(=O)Cn2nnnc2CN2CCN(Cc3ccc4c(c3)OCO4)CC2)cc1
    92	-44	-1	-1	78	28	7	-1	4	-0.6
41	COC(=O)C1(C)NC(c2ccc(O)cc2)C2C(=O)N(c3ccc4c(c3)OCCO4)C(=O)C21 (stereo unspecified)
    102	-75	-4	-4	97	-5	7	1	-2	-0.6
42	COC(=O)C1C(=O)CC(C)(O)C(C(=O)OC)C1c1ccccc1F (stereo unspecified)
    94	-34	3	-3	92	19	3	-2	0	0.2
43	COCCNc1nc2ccccc2nc1NS(=O)(=O)c1ccc(C)cc1C
    91	-22	-6	21	94	-2	4	-2	3	-1.2
44	CCOC(=O)N1CCN(C(=O)CN(Cc2ccc(Cl)cc2)S(C)(=O)=O)CC1
    100	-57	9	-1	92	-5	5	3	0	-1.5
45	CCn1c(SCC(=O)Nc2ccccc2C(=O)OC)nnc1-c1cccc(C)c1
    96	4	-2	3	86	-5	5	0	2	-1.2
46	Cc1nn(-c2nc(-c3ccco3)cc(C(F)(F)F)n2)c(C)c1Cl
    100	-63	5	-1	96	-3	4	0	4	0.2
47	O=C(O)CC(NC(=O)C1c2ccccc2Oc2ccccc21)c1ccc(Cl)cc1 (stereo unspecified)
    89	-9	-12	-5	89	8	12	-12	2	-0.9
48	CCOC(=O)N1CCN(C(=O)C2CC(c3ccc(F)cc3)=NO2)CC1 (stereo unspecified)
    101	-17	14	-6	91	-7	5	0	2	-1.1
49	COc1ccc(CCNC(=O)C2CCN(S(=O)(=O)c3ccc(Cl)cc3)CC2)cc1OC
    40	-24	0	nt	42	0	15	nt	4	3.0
50	Cc1ccc(S(=O)(=O)Cn2nnnc2C(c2ccccc2)N2CCN(c3ccccc3)CC2)cc1 (stereo unspecified)
    83	-47	18	nt	85	18	5	nt	0	-4.8
51	Cc1ccc(-c2cc(C(=O)O)c3sc(N4CCCCC4)nc3n2)cc1
    95	0	-11	-2	98	nt	4	1	0	0.0
52	CS/C(=N\N(C)C(N)=O)c1ccccc1
    94	4	3	2	95	-14	11	-3	2	-1.3
53	CCOC(=O)c1c(-c2ccccc2Cl)csc1NC(=O)c1cc(S(=O)(=O)N2CCOCC2)ccc1C
    78	-10	-6	2	74	57	25	-2	2	0.7
54	O=C(COC(=O)CCc1c[nH]c2ccccc12)NC1CCS(=O)(=O)C1 (stereo unspecified)
    90	-36	-3	nt	101	-8	7	nt	-1	-2.0
55	CCN(CC)C(=O)c1cncc(C(=O)N(CC)CC)c1-c1ccccc1
    101	-20	6	-3	96	-73	4	4	3	0.8
56	Cc1ccc(Nc2nnc(SCC(=O)c3ccc(Br)s3)s2)c(C)c1
    81	-57	-2	1	79	nt	10	-4	6	0.6
